CAL PDZ FP-1: CAL PDZ (human) peptide binding inhibition | purified CAL PDZ, TMR-peptide fluorescence polarization, 1 h | 300,000 tested, 0.92% active | AID 602252 | inhibition, % at 24.9 µM;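 active = mean inhibition of at least 30% with at least half of replicates also reaching 30%; inconclusive = no clear call, values can overlap the other calls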;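 also: 0% = DMSO neutral control and 100% = excess unlabeled competitor peptide PRC23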
CAL PDZ FP-2: inhibitors of human CAL PDZ peptide binding; Q9HD26; purified CAL PDZ, TMR-peptide fluorescence polarization, 1 h; inhibition, % at 20 µM; 330,000 tested, 0.02% active; AID 504414;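 active = highest replicate inhibition of at least 40%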;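 also: plate controls were DMSO neutral control wells for no effect and unlabeled competitor peptide control wells for full effect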
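Test system: tagged CAL PDZ domain / Buffer or medium: sodium phosphate/NaCl buffer pH 7.4 with TCEP, IgG, Thesit / Reagent: TMR-labelled reporter peptide T*-PRC34 bound in PDZ groove / Compound dosing: single point, 20 µM / Schedule: 1 h incubation at room temperature before polarization reading / Technique: fluorescence polarization (mP) / Benchmarks: unlabelled peptide, DMSO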
Rtt109 Vps75: C. albicans Rtt109 histone acetyltransferase inhibition; AID 540336; purified Rtt109/Vps75, ThioGlo CoA-SH fluorescence, 4 h; 330,000 tested, 0.16% active; inhibition, % at 34.9 µM; Q5AAJ8;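 active = inhibition of at least 50% in every replicate; inconclusive = best replicate reaches 50% inhibition but some replicates fall short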
Target sequence (Q5AAJ8 whole entry, looked up): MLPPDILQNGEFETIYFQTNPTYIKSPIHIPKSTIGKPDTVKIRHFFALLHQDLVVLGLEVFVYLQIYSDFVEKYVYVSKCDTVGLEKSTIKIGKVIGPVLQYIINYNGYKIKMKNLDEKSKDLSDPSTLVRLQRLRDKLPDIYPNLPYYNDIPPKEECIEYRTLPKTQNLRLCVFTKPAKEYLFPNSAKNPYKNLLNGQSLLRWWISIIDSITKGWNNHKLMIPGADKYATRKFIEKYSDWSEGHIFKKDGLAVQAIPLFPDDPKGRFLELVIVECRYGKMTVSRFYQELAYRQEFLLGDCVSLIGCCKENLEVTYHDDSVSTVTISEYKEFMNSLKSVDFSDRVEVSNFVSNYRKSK
MITF TRPM1 HTS: activators of MITF-driven TRPM1 promoter activity in SK-MEL-5 cells; activation, % at 12.5 µM; SK-MEL-5 TRPM1-promoter luciferase, 24 h; % of positive control, neutral wells = 0; 300,000 tested, 0.75% active;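 active = mean activation of at least 80% with every replicate also reaching 80%; inconclusive = mean reaches 80% but some replicate falls short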;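 also: 0% = neutral control wells and 100% = parthenolide positive control wells; values of inactives mirror those of a sister screen read the other way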
PvdQ acylase: P. aeruginosa PvdQ acylase inhibition; purified PvdQ acylase, fluorescence plate reader; inhibition, % at 10 µM; 340,000 tested, 0.063% active; AID 488965; in the data active = inhibition above about 30%, passing the limit was not always enough; inconclusive = no clear call, values can overlap the other calls;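 also: 0% = vehicle neutral wells and 100% = reference inhibitor wells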
PfHsp90 yeast 2: inhibits growth of yeast expressing Plasmodium falciparum Hsp90 | S. cerevisiae expressing PfHsp90, BacTiter-Glo ATP, 48 h; yeast lacking PDR1 and PDR3 efflux regulators | 310,000 tested, 0.32% active | AID 504621 | inhibition, % at 9.4 µM;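 active = every replicate shows inhibition above about 80%, whatever the replicate mean, limit read from the data; inconclusive = mean inhibition reaches the set limit but some replicate falls short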;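 also: 0% = DMSO neutral controls and 100% = 20 µM radicicol positive controls; yeast relying on Plasmodium falciparum Hsp90 in place of its own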
SR-BI uptake up: SR-BI HDL lipid transfer activation. CHO ldlA[mSR-BI] cells, DiI-HDL uptake fluorescence, 3 h; 100 = double the neutral-control signal. activation, % at 12.5 µM. 320,000 tested, 0.096% active;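 active = mean replicate activation of at least 60% and every replicate at or above 60%; inconclusive = mean or all-replicate condition met, but not both; inactive = mean below 60% and not all replicates reaching 60%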;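 also: 0% = median plate neutral-control signal and 100% = twice that signal; values of inactives mirror those of a sister screen read the other way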
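material = CHO ldlA[mSR-BI] cells | medium = Ham's F12 with 0.5% BSA, HEPES 25 mM, pH 7.4 | reagent = fluorescent DiI-HDL, 10 µg/mL final | compound dosing = single-point compound dose | incubation = 3 h, 37 °C | measured by = bottom-read fluorescence, 550/595 nm | measure = HDL uptake via cellular fluorescence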
dFosB act: activators of mouse delta FosB homodimer | purified delta FosB, TAMRA-CDK5 oligo fluorescence polarization; percent of positive-control signal above neutral wells | 340,000 tested, 0.99% active | AID 493131 | P13346 | activation, % at 25 µM;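 active = mean activation above about 17%, with every replicate also reaching it, limit read from the data, passing the limit was not always enough; inconclusive = only one of the two conditions met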;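 also: fluorescence polarization rise as delta FosB binds a TAMRA Cdk5 AP-1 oligo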
NSD2 HMT inh: inhibitors of human histone methyltransferase NSD2 | NSD2 peptide methylation, AlphaScreen, 120 min | inhibition, % at 12.5 µM | 310,000 tested, 0.54% active | O96028 | AID 743445; in the data active = inhibition above about 50%
SR-BI HDL uptake: mouse SR-BI HDL lipid transfer inhibition | ldlA[mSR-BI] CHO cells, DiI-HDL uptake fluorescence, 3 h | Q61009 | 320,000 tested, 0.96% active | inhibition, % at 12.5 µM | AID 488896;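 active = mean replicate inhibition of at least 70% and a set share of replicates each scoring 70 or more; inconclusive = meets just one of the two criteria; inactive = fails both criteria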;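 also: 0% = median of neutral control wells and 100% = median of positive control wells; values of inactives mirror those of a sister screen read the other way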
Target sequence (Q61009 whole entry, looked up): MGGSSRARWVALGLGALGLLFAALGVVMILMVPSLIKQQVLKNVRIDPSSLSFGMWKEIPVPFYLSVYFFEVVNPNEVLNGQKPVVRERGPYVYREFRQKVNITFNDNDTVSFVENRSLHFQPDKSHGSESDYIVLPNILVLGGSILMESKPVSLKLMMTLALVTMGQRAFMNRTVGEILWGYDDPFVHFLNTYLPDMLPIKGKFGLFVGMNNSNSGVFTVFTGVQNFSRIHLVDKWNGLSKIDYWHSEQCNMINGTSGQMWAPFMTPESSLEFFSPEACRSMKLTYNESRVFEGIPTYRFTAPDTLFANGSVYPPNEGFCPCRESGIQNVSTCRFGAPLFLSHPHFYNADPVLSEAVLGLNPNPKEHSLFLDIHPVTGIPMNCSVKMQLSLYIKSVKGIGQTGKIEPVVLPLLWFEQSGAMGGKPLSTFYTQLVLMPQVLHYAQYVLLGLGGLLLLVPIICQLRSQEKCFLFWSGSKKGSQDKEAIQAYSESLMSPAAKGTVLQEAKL
Numbers without * were called inactive; ? = inconclusive; · = not tested or not shown.

SMILES	CAL PDZ FP-1	CAL PDZ FP-2	Rtt109 Vps75	MITF TRPM1 HTS	PvdQ acylase	PfHsp90 yeast 2	SR-BI uptake up	dFosB act	NSD2 HMT inh	SR-BI HDL uptake
COc1ccc(NS(=O)(=O)c2ccc3c(c2)oc(=O)n3C)cc1Cl	1	-1.7	2	·	8	6	0	1	0	0
O=c1[nH][nH]cc1C=Nc1ccc(Oc2ccccc2)cc1	-2	-2.1	-2	-5	-17	8	19	2	-1	-19
Cc1cc(C)cc(NC(=O)CN(C)S(=O)(=O)c2cccc3nsnc23)c1	3	-0.3	-7	2	-11	4	-39	-8	1	39
CC(=O)N1CCN(c2ccc(NC(=O)c3ccc(Cl)cc3)cc2)CC1	2	-3.7	15	9	6	12	-17	-1	1	17
CCCCOC(=O)Oc1ccc2c(=O)c(Oc3cccc(C)c3)coc2c1	-1	-1.1	-9	20	7	-29	27	1	-2	-27
CCN(c1ccc(N=Cc2c(O)n(Cc3ccc(OC)cc3)c(=O)c3ccccc23)cc1)C(C)C	2	1.6	-2	3	7	-7	3	-17	-6	-3
Cc1cc(C(=O)Nc2nc(-c3ccccn3)cs2)ccc1[N+](=O)[O-]	-5	0.6	2	-7	-11	36	-13	-4	1	13
Cc1noc(C)c1COc1cccc(C(=O)NCCc2c[nH]c3ccccc23)c1	-2	-1.5	9	-18	-16	-68	-62	3	1	62
O=C(NCCc1ccc(S(=O)(=O)N2CCCC2)cc1)c1cccs1	-2	-0.8	-5	-9	1	-3	-9	-6	-5	9
Cc1ccc(C)c(S(=O)(=O)N2CCN(C(=O)Cc3sc(C)nc3-c3ccc(F)cc3)CC2)c1	·	-1.4	3	-3	-3	0	7	-16	0	-7
Cn1c(SCc2ccc(Cl)cc2Cl)nc(C(F)(F)F)cc1=O	-2	·	8	-3	-4	·	-7	0	-2	7
O=C(Nc1ccc2oc(-c3ccccc3F)nc2c1)c1cncc(Br)c1	-4	-1.6	-5	·	-2	·	-46	22*	-1	46
O=C(CNC(=O)c1ccncc1)N/N=C/c1ccccc1[N+](=O)[O-]	-1	-2.3	·	-2	5	-16	4	-1	2	-4
COCCNC(=O)Cn1cc(/C=C(\C#N)C(=O)NC2CC2)c2ccccc21	-3	-2.9	·	-9	-12	-24	6	2	1	-6
COc1ccc(CCNC(=O)COC(=O)/C=C/c2cc(OC)c(OC)c(OC)c2)cc1OC	-3	-5.2	9	0	14	-7	-39	-3	-2	39
CCc1ccc(CN2CCSCC2)cc1	-5	-0.6	0	·	-10	-3	3	7	4	-3
Cc1cc(C)nc(NNC2=CC(=[N+]3CCCCC3)CC(C)(C)C2)n1	-23	-8.7	1	-14	6	20	2	-10	·	-2
COc1ccc(S(=O)(=O)N(C)CC(=O)NCCC2=CCCCC2)cc1C	·	0.8	-2	3	-9	31	7	3	-4	-7
O=[N+]([O-])c1cc(/C=N/Nc2nc(N3CCOCC3)nc(N3CCOCC3)n2)ccc1Cl	-2	-3.6	·	12	7	-7	6	1	-1	-6
CS(=O)(=O)N(CC(=O)N1CCCCC1)C1CCCCC1	5	-0.9	-6	·	-5	·	32	0	-5	-32
O=C(CNC(=O)N1CC(=O)Nc2ccccc21)NCc1ccc(Cl)cc1	0	-2.6	4	-2	-6	-18	-4	4	0	4
COc1ccc(/C(O)=C2/C(=O)C(=O)N(CCCC(=O)O)C2c2ccc(OC)cc2)cc1 (stereo unspecified)	·	-0.6	1	·	-13	-6	14	3	4	-14
Cc1c(N(C)S(=O)(=O)c2ccc(Cl)c(C(=O)NCC3CCCO3)c2)c(=O)n(-c2ccccc2)n1C (stereo unspecified)	3	-1.3	0	-2	-10	-2	16	0	-1	-16
O=C(COC(=O)C12CC3CC(CC(C3)C1)C2)Nc1ccc([N+](=O)[O-])cc1Cl	-1	0.1	2	7	22	-5	-4	5	-1	4
Cc1cc(C)nc(NC(=O)c2ccc(C)c([N+](=O)[O-])c2)n1	-1	-1.5	-25	-8	-7	·	30	-9	-1	-30
CN1C(=O)Cc2cc(S(=O)(=O)NCCc3ccccc3)ccc21	-2	-0.1	5	-3	-23	12	·	-9	-2	·
O=C(c1ccc(Cn2c(=S)[nH]c3ccc(N4CCOCC4)cc3c2=O)cc1)N1CCC(N2CCCCC2)CC1	-4	0.0	-3	-3	-6	-37	11	-5	1	-11
COc1cccc(/C=N/n2c(-c3cc(C)[nH]n3)n[nH]c2=S)c1	0	-0.2	7	-10	-15	-31	12	-3	6	-12
COc1ccc(/C=N/NC(=O)c2sc(C)nc2C)cc1	-4	-2.0	-11	-6	0	12	-14	-1	0	14
CC1(C)CC(=O)C(=Cc2cn(CCC#N)nc2-c2ccc(Cl)cc2)C(=O)C1	-1	-2.0	-1	11	3	-29	25	-1	4	-25
CC(=O)Nc1cccc(Oc2ncnc3scc(-c4ccc(C(C)C)cc4)c23)c1	-1	-3.1	12	1	0	-44	-30	-9	-3	30
CC(=O)[C@@H]1[C@@H](C)N(Cc2ccccc2)C(=O)N[C@H]1c1ccccc1	-3	-0.2	2	-3	-15	-14	5	1	·	-5
COc1ccc(N2CCN(C(=O)CCS(=O)(=O)c3ccc(C)cc3)CC2)cc1	-1	-1.8	5	-3	6	-9	4	1	3	-4
CC(C)Nc1ccc(-n2nc3ccccc3[n+]2[O-])cc1	-3	-0.6	11	5	13	-11	-5	-3	-8	5
O=C(CSc1nc2ccccc2c(=O)n1Cc1ccco1)N1CCCCCC1	4	-2.7	-3	-11	-16	-48	5	-20	4	-5
COc1ccc2sc(-c3ccc(S(C)(=O)=O)cc3)c(-c3ccc(SC)cc3)c2c1	-4	-0.4	-3	23	-8	-29	-53	-9	·	53
Cc1ccc(NC(=O)CN(C)S(=O)(=O)c2ccc(Br)s2)cc1F	-2	0.9	1	6	-19	22	14	-4	0	-14
CCOC(=O)C1CSC2(CCC(c3ccccc3)CC2)N1 (stereo unspecified)	2	-1.8	10	-2	10	6	-10	-4	-2	10
CCOC(=O)C1CCN(C(=O)CCc2ccccc2)CC1	-3	-0.9	3	6	-7	13	20	-5	2	-20
COC(=O)C1=C[C@@H](C(=O)OC)C2C3=C(C(=O)C24CCCCC4)[C@H](C)n2c(=O)n(C)c(=O)n2[C@@H]3C1 (stereo partly specified)	-2	-0.7	6	8	2	14	21	-6	·	-21
NC(=O)C1CCN(CCC(=O)Nc2cccc(Cl)c2)CC1	-1	-1.4	2	6	-16	-24	30	-1	-4	-30
CN1CCN(C(c2cccs2)c2nnnn2Cc2ccc(F)cc2)CC1 (stereo unspecified)	2	0.0	2	6	-14	19	-2	0	-2	2
CN(C)c1ccc(N=Nc2ccccc2C(=O)OCC(=O)NCC2CCCCC2)cc1	0	0.7	5	30	-6	-21	-18	-2	12	18
CCc1nnc(NC(=O)CCC(=O)NC2CCCCC2)s1	-1	-0.6	-8	-3	-19	-3	21	-1	3	-21
O=C(/C=C/c1ccccc1)C1=C(O)C(=O)N(CCO)C1c1ccccc1[N+](=O)[O-] (stereo unspecified)	2	-2.6	1	-8	2	-11	0	5	28	0

Rewritten in CSV form: two of the compounds above
compound,CAL PDZ FP-1,CAL PDZ FP-2,Rtt109 Vps75,MITF TRPM1 HTS,PvdQ acylase,PfHsp90 yeast 2,SR-BI uptake up,dFosB act,NSD2 HMT inh,SR-BI HDL uptake
COc1ccc(N2CCN(C(=O)CCS(=O)(=O)c3ccc(C)cc3)CC2)cc1,-1,-1.8,5,-3,6,-9,4,1,3,-4
NC(=O)C1CCN(CCC(=O)Nc2cccc(Cl)c2)CC1,-1,-1.4,2,6,-16,-24,30,-1,-4,-30

Next part:
SMILES	CAL PDZ FP-1	CAL PDZ FP-2	Rtt109 Vps75	MITF TRPM1 HTS	PvdQ acylase	PfHsp90 yeast 2	SR-BI uptake up	dFosB act	NSD2 HMT inh	SR-BI HDL uptake
COc1ccc(NC(=O)c2cc(S(=O)(=O)N3CCOCC3)ccc2C)cc1S(=O)(=O)N1CCCCC1	-4	-0.2	14	-1	-4	-7	-22	-7	-1	22
COc1ccc(C2CC(c3ccccc3Cl)Nc3ncnn32)cc1OC (stereo unspecified)	10	0.5	4	-14	-14	-6	-3	-7	0	3
COCCCNC(=O)CCC(=O)NNc1nc2ccccc2c2nc(-c3ccccc3)nn12	·	-3.1	-3	-8	-14	-2	6	-37	2	-6
O=c1[nH]c2c(s1)C(c1ccccc1)C1C3CCC(C3)C1S2 (stereo unspecified)	-1	-0.6	5	12	-17	-41	-4	-9	2	4
CCN(c1ccc(NC(=O)COC(=O)c2ccc(C)s2)cc1)C(C)C	-3	-1.9	2	-2	-11	·	6	-5	·	-6
CCn1c(-c2sc(-c3ccccc3)nc2C)n[nH]c1=S	4	-1.2	-5	-28	-8	-39	-18	-9	-4	18
O=C(NCCN1C(=O)C2C3C=CC(C3)C2C1=O)Nc1ccccn1 (stereo unspecified)	·	-1.1	0	7	-2	-13	4	1	·	-4
C#CCN1C=CC(=O)[C@@H](OC(=O)Nc2ccc(Br)cc2)[C@H]1c1ccccc1Br	-5	-2.2	1	13	-17	-20	5	-4	·	-5
O=[N+]([O-])c1ccc(NN=Cc2ccccc2)nc1	2	-0.4	-2	148*	7	-22	-17	3	-2	17
CC(C)Oc1cccc(C(=O)NC(=S)Nc2cccnc2)c1	-2	-1.4	-4	39	-1	39	-13	-7	0	13
COc1ccc(C(=O)COC(=O)c2c(C)noc2C)cc1Cl	-1	-0.4	7	2	-15	-1	-40	-8	-9	40
COc1ccc(OCCOC(=O)c2cccc(-n3cnnn3)c2)cc1	-9	-0.6	-2	16	-7	17	-6	-8	1	6
Cc1ccc(N/C(C(Cl)=C(Cl)Cl)=C(/Cl)[N+](=O)[O-])c(C)c1	2	-1.9	·	-10	-12	24	-21	-4	5	21
C=C1CCN([C@H](C(=O)NCc2ccccc2)C(C)C)S(=O)(=O)c2ccccc21	-3	-1.3	4	1	0	2	24	-6	·	-24
CCCCC#Cc1ccc(C(=O)NNC(=O)Nc2ccccc2)o1	-4	-0.5	-12	-4	-12	-5	-3	-1	4	3
Cc1ccc(SCC(=O)Nc2ncc(C)s2)cc1	-3	-3.0	-3	33	8	13	2	1	2	-2
Cc1ccc(C(c2nnnn2CS(=O)(=O)c2ccc(C)cc2)N2CCCC2)cc1 (stereo unspecified)	1	-0.5	?	0	-4	-5	-6	-2	-11	6
COc1ccc(C(=O)n2nc(-c3ccccc3)nc2N)cc1OC	2	1.3	0	3	7	·	-36	-18	1	36
Cn1nnnc1SCCNCc1ccc(Cl)cc1	-1	-2.2	5	2	9	17	13	6	1	-13
Cc1onc(-c2c(F)cccc2Cl)c1C(=O)N(C)CC(=O)Nc1cccc(F)c1	-1	-1.9	4	-5	-10	·	11	-6	1	-11
